Screening data: PubChem BioAssay, several laboratories
HSF1 inh – HSF1 inhibition; actives 0.77% (n = 300,000); activity change, negative = inhibition, % at 7.5 µM (by protocol); NIH3T3-HGL HSE-luciferase, MG132-induced, luminescence 8 h; active compounds read low; AID 2098;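 active = more than half of replicate wells show activity change below -50%, luminescence cut by over half; inconclusive = some wells, but at most half, below -50%; inactive = no replicate well below -50%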;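 also: luciferase reports HSF-1 transcriptional activity via heat shock element; 0% = median of DMSO wells and -100% = zero luminescence signal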
aSyn 5UTR inh – MLPCN primary screen, SNCA 5' untranslated region; inhibition, % (tested at 7.5 µM); alpha-synuclein 5'UTR reporter, inhibitor activity; actives 0.82% (n = 300,000); AID 1813; in the data active = inhibition above about 60%; inconclusive = no clear call, values can overlap the other calls;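 also: H4 neuroglioblastoma cells stably carrying SNCA 5'UTR luciferase fusion; 0% = DMSO wells and 100% = positive control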
IEC-6 cytotox – kills IEC-6 intestinal cells in KLF5 counter-screen; IEC-6 cytotoxicity, luminescence viability; inhibition, % at 5 µM; actives 0.78% (n = 290,000); AID 1825; in the data active = inhibition above about 22%;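 also: 0% = plate median of test compound wells and 100% = cytotoxic reference compound wells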
HSP90 refold inh – blocks HSP90-mediated luciferase refolding in reticulocyte lysate | Rabbit reticulocyte lysate, luciferase refolding luminescence, 3 h | inhibition, % at 5.6 µM | actives 0.91% (n = 290,000) | AID 1789;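 active = inhibition above the screen-wide mean plus 3 SD, computed separately per campaign, cut at about 16% in these data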;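 also: 0% = DMSO wells and 100% = 60 µM geldanamycin wells; inhibitors lower the luminescence because luciferase stays unfolded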
HSF1 activator – increases HSF-1 driven luciferase reporter signal; actives 1.7% (n = 300,000); activation, % at 9 µM; NIH3T3-HGL HSF-1 luciferase reporter, MG132, 8 h; 100% = twice DMSO control signal;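 active = mean replicate activation of at least 50% with a set share of replicates each reaching 50%; inconclusive = only one of those two conditions met; inactive = mean below 50% and too few replicates reaching it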;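 also: 0% = median of the neutral control wells and 100% = twice that signal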
AI-2 QS mod – modulates the Vibrio harveyi AI-2 quorum sensing system; Vibrio harveyi JMH597 AI-2 luminescence/OD600 ratio, 9 h; active compounds read low; strain lacks LuxN and CqsS sensors; 0 = neutral-control median; activity change, % at 7.5 µM; actives 0.4% (n = 300,000); AID 2094; in the data active = activity change below about -75%, passing the limit was not always enough; inconclusive = no clear call, values can overlap the other calls;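 also: luminescence divided by OD600 gain over 9 h not by final OD600 alone; inactives centre near 13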
HIF activator – HIF pathway transcriptional activation | actives 0.32% (n = 300,000) | U2OS HRE-luciferase reporter, luminescence; normalized: DMSO 0%, desferrioxamine 100% | AID 1910 | activation, % at 7.5 µM (by protocol);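 active = mean activation of at least 10% of the iron chelator positive control signal, with at least half of replicates also reaching 10%; inconclusive = mean and replicate majority disagree about reaching 10%; inactive = mean and most replicates under 10%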
HDAC3 inhib – inhibitors of human histone deacetylase 3; recombinant HDAC3, fluorogenic peptide/trypsin coupled, fluorescence; inhibition, % at 8.3 µM; actives 0.15% (n = 320,000); in the data active = inhibition above about 26%, passing the limit was not always enough; inconclusive = no clear call, values can overlap the other calls
Target sequence (O15379 whole entry, looked up): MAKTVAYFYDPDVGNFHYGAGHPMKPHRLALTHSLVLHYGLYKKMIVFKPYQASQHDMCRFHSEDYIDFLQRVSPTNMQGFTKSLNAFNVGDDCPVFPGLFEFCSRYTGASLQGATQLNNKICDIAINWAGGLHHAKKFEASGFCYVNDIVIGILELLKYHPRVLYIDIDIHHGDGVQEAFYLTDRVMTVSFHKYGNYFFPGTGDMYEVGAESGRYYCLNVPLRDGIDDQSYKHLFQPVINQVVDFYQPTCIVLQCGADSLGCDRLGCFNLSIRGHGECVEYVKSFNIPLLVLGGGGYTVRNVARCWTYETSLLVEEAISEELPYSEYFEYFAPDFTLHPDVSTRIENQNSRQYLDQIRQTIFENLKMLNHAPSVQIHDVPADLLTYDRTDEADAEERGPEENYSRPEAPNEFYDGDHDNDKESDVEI
Platelet DG rel – platelet dense granule release activity; human platelet-rich plasma, SFLLRN dense granule ATP release, luminescence; inhibition, %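 (compounds screened at 7.5 µM in platelet-rich plasma)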; actives 0.22% (n = 300,000); AID 1663;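 active = mean replicate score, as percent of positive control, at or above 50; inconclusive = mean below 50 but at least one replicate at or above 50; inactive = mean and every replicate below 50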
KLF5 inhibitor – inhibitors of KLF5 expression | DLD-1 KLF5 promoter-luciferase reporter, luminescence | inhibition, % at 5 µM | actives 0.23% (n = 290,000);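 active = inhibition above a per-plate limit of that plate's mean compound inhibition plus 3 SD, cut at about 60% in these data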;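 also: 0% = DMSO wells and 100% = LY294002 at 200 µM; higher means less KLF5 promoter-driven luciferase light; inactives centre near -14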
* marks the source's active call; other numbers are inactive results; ? = inconclusive; · = no result given.

SMILES	HSF1 inh	aSyn 5UTR inh	IEC-6 cytotox	HSP90 refold inh	HSF1 activator	AI-2 QS mod	HIF activator	HDAC3 inhib	Platelet DG rel	KLF5 inhibitor
CCOc1ccc(NCc2nnc(SCc3ccc(Cl)cc3)n2-c2ccccc2)cc1	-2	12	4	4	-4	7	0.3	11	-1	-18
CC(C)c1cc(C(F)(F)F)n2nc(C(=O)Nc3ccc(-n4cnnn4)cc3)cc2n1	-4	4	4	4	-5	34	-0.3	-7	2	-20
COc1ccc(S(=O)(=O)N2CCC[C@H]2C(=O)NCc2ccc(Cl)cc2)cc1	2	-2	3	3	9	31	-2.6	-3	1	1
CC(C)CN(C(=O)CN1CCN(c2cccc(Cl)c2)CC1)c1c(N)n(CC(C)C)c(=O)[nH]c1=O	2	18	6	1	-6	44	-0.3	12	8	-12
CCOC(=O)CNNC(=O)Nc1ccc(Cl)c(Cl)c1	10	-1	-4	2	26	-5	-0.1	-2	15	-15
Cc1c(Cl)cccc1NC(=O)CCS(=O)(=O)c1cccc2nonc12	-3	1	-2	-1	20	·	-0.4	2	-7	-3
CCCOc1ccc(S(=O)(=O)n2cc(Br)c(=O)[nH]c2=O)cc1	-1	15	-2	2	-3	56	-0.4	0	-1	-3
CCN(CC)/C(=N/O)NC(=O)NS(=O)(=O)c1ccc(C)cc1	-4	-10	-3	-3	12	-3	0.7	-1	-11	-4
O=S(=O)(c1ccc(Br)s1)N1CCN(c2ccccn2)CC1	13	-3	1	0	30	30	0.1	-5	-5	14
Cc1ccc(-c2nnc(NC(=O)c3ccco3)s2)cc1	9	-84	5	9	12	18	1.6	1	5	-84
COc1ccc(CC(=O)NCC2CCCN(Cc3ccccc3OC)C2)cc1 (centres undefined)	-2	-4	-4	-3	12	15	-48	6	-20	8
Cc1ccccc1C(=O)N(C)c1ccccc1C(=O)NCc1ccccc1	6	8	-4	-2	0	26	-0.1	-1	12	-19
O=C(COc1coc(CN2CCc3ccccc32)cc1=O)N1CCCCC1	6	8	·	·	14	38	-35	-1	-9	·
Cc1ccc(NC(=O)CC2SC(=O)N(c3ccccc3)C2=O)cc1 (centres undefined)	17	-14	-1	0	36	25	1.1	?	-14	-15
Cc1ccc(C)c(-c2cc(C(=O)Nc3cccc(C(=O)O)c3)c3ccccc3n2)c1	2	-32	3	0	-14	29	39*	2	0	-34
COc1ccc(CC(=O)N2CC(C)CC(C)C2)cc1 (centres undefined)	-13	16	2	2	-31	15	-0.7	1	-4	-31
CCn1cc(-c2ccccc2)c(C(=O)O)c1-c1ccc(OC)cc1	-7	20	·	·	-8	0	0.0	-2	10	·
CN(C)/C=N/c1nc2nccc(-c3ccc(F)cc3)n2n1	-6	-25	-2	-3	-8	28	0.1	-72	-1	-3
CCOC(=O)c1sc(NC(C)=O)nc1-c1ccccc1	2	-9	2	3	3	19	·	7	-11	4
Cc1ccccc1-c1cc2nc(C)c(Cl)c(=O)n2[nH]1	2	-35	·	·	6	-6	-0.1	0	2	·

A run of entries taken from the entries so far, as a working copy:
SMILES	HSF1 inh	aSyn 5UTR inh	IEC-6 cytotox	HSP90 refold inh	HSF1 activator	AI-2 QS mod	HIF activator	HDAC3 inhib	Platelet DG rel	KLF5 inhibitor
Cc1ccc(C)c(-c2cc(C(=O)Nc3cccc(C(=O)O)c3)c3ccccc3n2)c1	2	-32	3	0	-14	29	39*	2	0	-34
COc1ccc(CC(=O)N2CC(C)CC(C)C2)cc1 (centres undefined)	-13	16	2	2	-31	15	-0.7	1	-4	-31

New compounds follow:
SMILES	HSF1 inh	aSyn 5UTR inh	IEC-6 cytotox	HSP90 refold inh	HSF1 activator	AI-2 QS mod	HIF activator	HDAC3 inhib	Platelet DG rel	KLF5 inhibitor
CCOc1ccc(C(=O)NCCCn2ccnc2)cc1	4	29	6	-1	11	20	0.1	3	0	-60
O=C(NCC1CCCN1S(=O)(=O)c1cccs1)c1c(F)cccc1F (centres undefined)	-3	1	·	·	6	7	-0.4	-2	1	·
NC(=O)C1CC(=O)N(c2ccc(OCc3c(F)cccc3Cl)cc2)C1 (centres undefined)	-9	16	5	0	-23	28	-0.2	0	0	-20
O=C(Nc1ccccc1O)C(c1ccccc1)c1ccccc1	-3	27	0	-6	7	11	0.4	5	-2	-41
COc1ccc(C2C3C(=O)N(Cc4ccccc4)C(=O)C3ON2c2ccccc2)c(OC)c1OC (centres undefined)	·	·	0	1	·	·	·	14	·	-12
CSc1nc(-c2ccco2)nn1C(=O)c1ccccc1Cl	-3	4	-4	-6	-23	14	0.8	·	0	-16
COC(=O)c1sccc1NC(=O)c1ccoc1C	-2	-1	-4	-1	-2	14	-0.5	2	5	-5
CCSc1nc2c(c(=O)[nH]c(=O)n2C)n1CC(O)COc1ccccc1 (centres undefined)	-8	33	-4	-4	-10	5	-0.4	-13	-5	-28
CN1CCN(Cc2cc(=O)oc3ccc(Cl)cc23)CC1	-4	-5	-7	3	-6	16	0.0	5	-2	-21
CCS(=O)(=O)c1ccc2c(c1)N(S(=O)(=O)c1cccs1)CC(C(=O)O)O2 (centres undefined)	-7	-30	2	0	-8	9	-0.4	-4	6	-1
CCN(CC)CCCNC(=S)N1CCN(c2nc(-c3ccc(F)cc3)cs2)CC1	-18	133*	9	-1	-36	-16	-0.4	-1	11	-10
COc1ccc(-n2c(-c3ccc(F)cc3)cnc2SCC(=O)NCc2ccco2)cc1	-54*	-23	-10	-1	-62	9	0.1	8	3	-24
O=C(C1CC(=O)N(c2ccc(Cl)cc2)C1)N1CCCCCC1 (centres undefined)	-2	22	-7	-4	-7	20	3.1	-6	3	-19
Cc1ccc(-c2nc(-c3ccc(Cl)cc3)sc2CC(=O)O)c(C)c1	15	-24	2	0	13	49	1.5	1	-2	4
CCOc1cc(/C=N/NC(=O)CCn2nc(C)cc2C)ccc1O	7	31	-3	4	-2	10	-0.1	4	4	-6
COc1ccc2c(CCNC(=O)c3ccc([N+](=O)[O-])cc3)c[nH]c2c1	1	1	2	1	19	22	-0.1	2	5	-17
CC(C)C(=O)NC(=S)NCC(=O)c1ccccc1	-5	-35	2	-4	8	19	0.1	2	-5	-14
CCn1c(=O)c2sccc2n(CC(=O)NC2CCCCC2)c1=O	-5	-11	-12	-5	-8	59	-0.2	-1	-12	22
Cc1csc(NC(=O)CSc2ccc3nnc(-c4ccncc4)n3n2)n1	-4	14	9	-2	-12	14	0.4	-6	-14	6
COc1ccc(CN2CCN(C(=O)c3ccco3)CC2)cc1	-6	18	-8	3	-5	17	-0.3	-1	-9	-12
O=C(CC1Oc2ccccc2NC1=O)NC1CC1 (centres undefined)	-6	-20	0	-2	-6	13	·	9	?	-40
NC(=O)CSc1nc(C2CC2)nc2sc3c(c12)CCCC3	·	-109	-2	2	·	16	3.6	-6	2	-3
CN(C)/C=C/C(=O)c1cnc(-c2ccccn2)s1	4	2	-2	-1	-4	19	-0.9	6	0	-5
Nc1c(C(=O)Nc2cccc(F)c2)nnn1-c1ccc2c(c1)OCCO2	15	-101	3	9	-1	5	0.2	2	13	-35
COc1ccccc1/C=C/C(=O)NCCc1ccccn1	2	-92	6	0	-1	3	4.2	1	-5	-104
Nc1ncnc(Nc2ccc(S(N)(=O)=O)cc2)n1	-7	1	1	0	2	21	-2.2	8	2	-28
CCS(=O)(=O)N1CCN(C(=O)CCC2CCCC2)CC1	-3	1	-2	6	-1	9	-1.5	8	7	-37
CC(=O)Nc1ccc2c(c1)nc(CCNC(=O)c1ccco1)n2C	-3	12	2	-1	-7	14	-0.4	0	2	-12
Cc1cc(OCCN2CCC(Cc3ccccc3)CC2)ccc1[N+](=O)[O-]	-3	-17	-4	1	3	12	1.1	-5	1	-9
CC(CCc1ccccc1)NC(=O)COC(=O)c1ccc(S(C)(=O)=O)c([N+](=O)[O-])c1 (centres undefined)	-79*	16	4	-1	-78	-1	1.6	-7	-2	-25
COC(=O)C(C(C)=O)C1=C/C(=N\S(=O)(=O)c2ccc(C)cc2)c2ccccc2C1=O (centres undefined)	27	-51	0	5	46	6	0.0	4	-3	-3
Cc1nn2c(NCCCn3ccnc3)cc(C(C)C)nc2c1-c1ccccc1	10	35	12	9	8	·	-1.0	3	-2	-17
Cc1cc(NC(=O)Cn2c(C)nc3ccccc3c2=O)ccc1Br	0	-6	6	-5	-7	-87*	0.0	0	-15	-14
CC(C)(C)CN1CCNC(=O)C1CC(=O)NCc1cccc(-n2cccn2)c1 (centres undefined)	1	1	-1	0	26	9	0.3	-2	2	-11
O=C(Nc1ccccc1)OC(CN1CCCCC1)C(F)(F)F (centres undefined)	-4	-3	-2	-2	-1	12	0.1	7	5	-55
Cc1csc(=O)n1CCC(=O)OCC(=O)NNC(=O)c1ccccc1	-8	3	·	·	-3	27	0.8	-7	4	·
COc1ccccc1-c1cc(N)n[nH]1	4	-7	-10	1	20	-3	-22	2	5	-42
CCN(/C=N/S(=O)(=O)c1ccc(Cl)cc1)CC	-1	9	0	0	2	18	-0.6	-1	3	-20
COc1cc(C(=O)Nc2cccc(-n3cnnn3)c2)cc(OC)c1OC	-1	-4	3	0	-5	-5	-0.2	-5	4	-23
NC(N)=N/N=C/c1ccccc1	-7	3	1	0	-2	5	-0.3	-4	-3	-55
CN(C)S(=O)(=O)c1ccc(C(=O)Nc2ccccc2[N+](=O)[O-])cc1	-2	-59	-15	-6	7	22	0.8	-1	0	-16
CCCCC(CC)C(=O)Nc1cc(=O)[nH]c2nc3ccccc3n12 (centres undefined)	3	2	0	-5	-4	14	0.5	12	1	-11
Cc1cc(Nc2ccccc2)nc2cc(O)ccc12	25	-60	8	1	39	12	0.8	6	9	-26
CCn1c(SCC(=O)Nc2nnc(C)s2)nnc1C(C)NC(=O)c1ccccc1F (centres undefined)	-11	-8	0	-2	-27	4	-0.2	8	9	-7
Cc1ccc(NC(=O)C2(C)Cc3ccccc3C(=O)O2)cc1 (centres undefined)	3	20	-6	3	9	10	0.2	-4	6	-30
COCCC(=O)N1CCCC(C(=O)c2ccc3c4c(cccc24)CC3)C1 (centres undefined)	17	-16	-2	-3	42	16	0.0	-7	0	-32
Cc1ccccc1Cn1nc(C)c(NC(=O)c2sc3ccccc3c2Cl)c1C	23	7	-6	0	50	20	0.2	6	-2	-8
CC(=O)c1c(N2CCOCC2)nc(=S)n(-c2ccc([N+](=O)[O-])cc2)c1C	-11	-14	-4	-1	-8	-6	-0.1	-67	-1	-15
N[C@@H](CO)c1cn([C@@H](Cc2cc3ccccc3[nH]2)C(=O)N2CCNCC2)nn1	-8	23	·	·	-22	7	0.0	-2	-1	·
O=C(Nc1ccc(Cl)cc1)OCc1cc(-c2ccccc2)on1	-3	-56	2	6	15	-2	1.0	4	-2	-17
COc1ccc(S(=O)(=O)N2CCC(C(=O)N3CCN(C)CC3)CC2)cc1Cl	-10	4	-1	-2	-1	29	1.1	6	-4	-14
C=CCn1c(SCC(=O)NCc2ccco2)nnc1-c1ccc2ccccc2n1	9	4	3	7	6	13	·	3	-13	-19
CN(C(=O)COC(=O)c1sc2ccccc2c1Cl)C1CCCCC1	-1	6	0	-3	-3	29	-0.2	4	-5	-5
O=C1C2C3C=CC(C3)C2C(=O)N1CCCO (centres undefined)	-17	5	-1	-1	-38	4	-0.6	?	7	-39

Random draw from the library. Share with any hit: about 5%.
